AI-2 QS modul: modulators of Vibrio harveyi AI-2 quorum sensing system | Vibrio harveyi JMH597 AI-2 luminescence/OD600 ratio, 9 h; stronger effect = lower value; strain lacks LuxN and CqsS sensors; 0 = neutral-control median | activity change, % at 7.5 µM | 300,000 tested, 0.4% active; in the data active means activity change below about -75%, passing the limit was not always enough; inconclusive means no clear call, values can overlap the other calls;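 further: luminescence divided by OD600 gain over 9 h not by final OD600 alone; inactives centre near 13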
GSK3beta inhib: inhibitors of human GSK3beta kinase; P49841; GST-GSK3beta kinase, ADP-Glo luminescence, 60 min; stronger effect = lower value; activity score (negative = inhibition), % at 10 µM; 300,000 tested, 0.038% active;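 active means more than half of replicate wells score below -50%, meaning over 50% inhibition versus plate controls; inconclusive means some replicates but at most half score below -50%; inactive means no replicate scores below -50%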;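 further: 0% = median DMSO wells and -100% = median GW8510 positive control wells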
Target sequence (P49841 whole entry, looked up): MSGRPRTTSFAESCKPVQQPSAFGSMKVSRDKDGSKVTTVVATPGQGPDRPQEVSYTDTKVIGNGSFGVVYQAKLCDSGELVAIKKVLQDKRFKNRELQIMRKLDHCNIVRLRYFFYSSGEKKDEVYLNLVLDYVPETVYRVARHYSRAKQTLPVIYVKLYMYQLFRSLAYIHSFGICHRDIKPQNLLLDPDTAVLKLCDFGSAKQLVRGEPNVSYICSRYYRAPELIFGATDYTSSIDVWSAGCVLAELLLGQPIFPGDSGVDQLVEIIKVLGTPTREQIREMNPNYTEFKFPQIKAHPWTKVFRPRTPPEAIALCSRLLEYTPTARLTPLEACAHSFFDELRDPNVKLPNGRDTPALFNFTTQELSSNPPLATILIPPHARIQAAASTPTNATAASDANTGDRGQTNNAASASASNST
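Assay system: GST-tagged human GSK3beta kinase, cell-free; Input: 1.6 ng GSK3beta; Medium: Tris/MgCl2 kinase buffer; Timing: 60 min enzyme reaction, room temperature; Signal: ADP-Glo luminescence quantifying ADP generated by kinase; Evaluation: score relative to plate controls; Benchmarks: DMSO neutral wells and GW8510 at 20 µM as positive.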
PolyA inh: inhibitors of polyadenylation in S. cerevisiae; S. cerevisiae SKY197-pL101 polyadenylation reporter, beta-gal luminescence; efflux-impaired pdr1/pdr3 knockout yeast; score 100 = 6 SD above DMSO; calls only at 12 µM; 300,000 tested, 0.02% active;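 active means lowest replicate activity score at least 50, where 100 means six control SD above control mean; inconclusive means lowest score under 50 but half or more replicates reach 50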;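 further: yeast exposed to compound for 9 h at 30 °C; higher score means more reporter readthrough which indicates perturbed polyadenylation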
HSP90 inh: blocks HSP90-mediated luciferase refolding in reticulocyte lysate; Rabbit reticulocyte lysate, luciferase refolding luminescence, 3 h; inhibition, % at 5.6 µM; 290,000 tested, 0.91% active; AID 1789;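 active means inhibition above the screen-wide mean plus 3 SD, computed separately per campaign, cut at about 16% in these data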;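 further: 0% = DMSO wells and 100% = 60 µM geldanamycin wells; inhibitors lower the luminescence because luciferase stays unfolded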
HSF1 activator: increases HSF-1 driven luciferase reporter signal; 300,000 tested, 1.7% active; activation, % at 9 µM; NIH3T3-HGL HSF-1 luciferase reporter, MG132, 8 h; 100% = twice DMSO control signal; AID 504408;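 active means mean replicate activation of at least 50% with a set share of replicates each reaching 50%; inconclusive means only one of those two conditions met; inactive means mean below 50% and too few replicates reaching it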;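 further: 0% = median of the neutral control wells and 100% = twice that signal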
GSK3A inh: blocks human GSK-3 alpha kinase; P49840; inhibition, % at 10 µM; AID 2650; ADP-Glo luminescence, 60 min; 320,000 tested, 0.1% active;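 in the data active means inhibition above about 50%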;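 further: GST-tagged GSK-3 alpha with peptide substrate and 25 µM ATP; 0% = DMSO neutral wells and 100% = GW8510 positive control wells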
Target sequence (P49840 whole entry, looked up): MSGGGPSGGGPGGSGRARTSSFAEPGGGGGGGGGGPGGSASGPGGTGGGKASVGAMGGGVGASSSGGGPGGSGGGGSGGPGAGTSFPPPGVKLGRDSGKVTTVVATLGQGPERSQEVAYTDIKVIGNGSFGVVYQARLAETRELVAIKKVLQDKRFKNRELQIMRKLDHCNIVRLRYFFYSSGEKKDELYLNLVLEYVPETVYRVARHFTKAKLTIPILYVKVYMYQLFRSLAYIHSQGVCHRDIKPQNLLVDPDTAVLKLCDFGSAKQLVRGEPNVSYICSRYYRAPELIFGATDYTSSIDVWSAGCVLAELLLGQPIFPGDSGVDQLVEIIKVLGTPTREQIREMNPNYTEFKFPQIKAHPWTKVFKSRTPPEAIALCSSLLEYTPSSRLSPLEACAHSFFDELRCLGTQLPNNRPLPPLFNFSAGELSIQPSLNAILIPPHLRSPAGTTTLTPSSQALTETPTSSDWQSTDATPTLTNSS
HDAC3 inh: blocks human histone deacetylase 3. O15379. recombinant HDAC3, fluorogenic peptide/trypsin coupled, fluorescence. inhibition, % at 8.3 µM. 320,000 tested, 0.15% active. AID 2718; in the data active means inhibition above about 26%, passing the limit was not always enough; inconclusive means no clear call, values can overlap the other calls
HSF1 inh: HSF1 inhibition; 300,000 tested, 0.77% active; activity change, negative = inhibition, % at 7.5 µM (by protocol); NIH3T3-HGL HSE-luciferase, MG132-induced, luminescence 8 h; stronger effect = lower value;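 active means more than half of replicate wells show activity change below -50%, luminescence cut by over half; inconclusive means some wells, but at most half, below -50%; inactive means no replicate well below -50%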;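 further: luciferase reports HSF-1 transcriptional activity via heat shock element; 0% = median of DMSO wells and -100% = zero luminescence signal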
DYRK1A inh: Dyrk1A (rat) kinase inhibition. ADP-Glo luminescence, NFATc1 peptide. AID 504441. inhibition, % at 12.5 µM. 310,000 tested, 0.43% active; in the data active means inhibition above about 50%;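 further: plate controls were vehicle with enzyme for no effect and no enzyme for full effect; many of its hits are not listed in these tables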
Platelet DG rel: platelet dense granule release activity; AID 1663; inhibition, %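 (compounds screened at 7.5 µM in platelet-rich plasma)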; human platelet-rich plasma, SFLLRN dense granule ATP release, luminescence; 300,000 tested, 0.22% active;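 active means mean replicate score, as percent of positive control, at or above 50; inconclusive means mean below 50 but at least one replicate at or above 50; inactive means mean and every replicate below 50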
The depositor's hits bear a star; i = inactive; ? = inconclusive; nt = no result given; & = joins results of further samples. A portion of the library. The share of hits here may be higher or lower than overall.

SMILES	AI-2 QS modul	GSK3beta inhib	PolyA inh	HSP90 inh	HSF1 activator	GSK3A inh	HDAC3 inh	HSF1 inh	DYRK1A inh	Platelet DG rel
Cc1cc(C)n2cc(CSc3ccccn3)nc2n1	15.8	-0.4	i	7.6	-0.9	8.1	-49.7	3.9	-1.9	1.0
COC(=O)[C@@H](NC(=O)c1ccccc1OC1CCN(S(C)(=O)=O)CC1)C(C)C	13.0	3.1	i	0.7	2.5	-0.6	7.8	-4.5	3.6	-1.3
O=C(CSc1cn[nH]n1)Nc1ccc(O)c(C(=O)O)c1	19.6	-0.7	i	-1.5	-62.5	-2.0	-15.8	?	-5.9	-3.0
Cc1ccc(CN2CCN(CCC(C)C)C(CCO)C2)s1 (stereo not given)	-8.4	4.3	i	-2.4	12.0	-3.4	2.3	9.0	-57.8	-3.8
Cc1nc2ccccc2c2oc(C(=O)NCCCN3CC(C)CC(C)C3)cc12 (stereo not given)	12.6	-0.1	i	-0.2	-25.6	10.4	2.6	-2.1	10.6	0.0
O=[N+]([O-])c1ccccc1Nc1cccnc1	21.4	1.9	i	nt	-55.5	13.2	4.9	-42.1	16.7	0.3
O=C(NCc1cccs1)c1ccc([N+](=O)[O-])cc1Cl	22.0	0.6	i	3.8	-72.7	-0.8	-4.0	-69.5*	-4.1	3.6
O=[N+]([O-])c1ccc(-[n+]2nc(-c3ccccc3)nn2-c2ccccc2)cc1	10.1	5.8	i	0.9	-5.4	3.1	-5.0	-5.7	0.3	-0.2
OC(COc1cccc(OCC(O)CN2CCOCC2)c1)CN1CCOCC1 (stereo not given)	29.0&11.1	-3.1&-0.6	i	0.0&0.8	2.6&-40.6	2.6&-1.5	-1.0&-0.2	1.1&-17.7	-1.2&12.6	4.6&4.1
CC(=O)Nc1ccc(S(=O)(=O)NCCCc2ccccc2)cc1	39.1	1.5	i	-3.7	-9.7	6.6	0.2	-6.4	4.4	-1.6
Cc1cc(NC(=O)c2sc(Nc3ccc(F)c(Cl)c3)nc2N)no1	1.3	1.2	i	-4.3	6.8	-1.6	-1.4	0.8	nt	8.2
O=C(N/N=C/c1cccc([N+](=O)[O-])c1)C1CC1c1ccccc1 (stereo not given)	38.0	3.9	i	3.5	-0.1	-1.6	8.8	7.7	0.7	13.9
COC(=O)CSc1nc2ccc(C)cc2cc1C#N	13.0	-1.2	i	0.0	79.5*	-20.7	4.2	29.0	nt	7.5
CCOc1ccccc1-n1c(C)cc(C=O)c1C	3.8	-1.7	i	0.0	-1.1	-1.7	-7.4	0.3	0.3	9.0
CCCN(CCC)C(=O)CSc1nc2ccccc2c(=O)n1CC1COc2ccccc2O1 (stereo not given)	17.2	3.8	i	0.7	-5.8	0.1	-2.5	3.0	-4.6	4.3

No new results follow: an excerpt of the list.
SMILES	AI-2 QS modul	GSK3beta inhib	PolyA inh	HSP90 inh	HSF1 activator	GSK3A inh	HDAC3 inh	HSF1 inh	DYRK1A inh	Platelet DG rel
O=[N+]([O-])c1ccccc1Nc1cccnc1	21.4	1.9	i	nt	-55.5	13.2	4.9	-42.1	16.7	0.3
O=C(NCc1cccs1)c1ccc([N+](=O)[O-])cc1Cl	22.0	0.6	i	3.8	-72.7	-0.8	-4.0	-69.5*	-4.1	3.6
O=[N+]([O-])c1ccc(-[n+]2nc(-c3ccccc3)nn2-c2ccccc2)cc1	10.1	5.8	i	0.9	-5.4	3.1	-5.0	-5.7	0.3	-0.2

Back to the main list with the two entries that preceded the break.
SMILES	AI-2 QS modul	GSK3beta inhib	PolyA inh	HSP90 inh	HSF1 activator	GSK3A inh	HDAC3 inh	HSF1 inh	DYRK1A inh	Platelet DG rel
CCOc1ccccc1-n1c(C)cc(C=O)c1C	3.8	-1.7	i	0.0	-1.1	-1.7	-7.4	0.3	0.3	9.0
CCCN(CCC)C(=O)CSc1nc2ccccc2c(=O)n1CC1COc2ccccc2O1 (stereo not given)	17.2	3.8	i	0.7	-5.8	0.1	-2.5	3.0	-4.6	4.3
CC1=C(C(=O)OC2CCCC2)C(c2coc3ccc(C)cc3c2=O)C2=C(CCCC2=O)N1 (stereo not given)	-5.2	2.0	i	-8.3	-39.2	0.1	-2.9	-24.9	2.3	3.3
O=[N+]([O-])c1ccc(C=Nc2cccc3ccccc23)s1	29.5	-4.3	i	2.0	-6.0	0.3	-25.0	-7.1	-3.3	-3.1
Cc1nc(S(=O)(=O)N2CCOCC2)c(C#N)c(C)c1Cl	4.8	4.1	i	-0.7	-9.3	0.3	1.6	5.6	-3.1	3.5
CCn1c2ccccc2c2cc(NC(=O)COC(=O)c3ccc(O)cc3)ccc21	43.0	-3.9	i	nt	20.3	-1.5	3.5	6.0	8.2	-2.7
COC(=O)N/N=C/c1ccc(-c2cc(Cl)cc(Cl)c2)o1	11.1	-1.4	i	-3.4	9.6	0.0	3.6	-0.5	8.2	-0.8
O=C(CCN1CCCCC1)NCC1OCCc2ccccc21 (stereo not given)	14.7	-4.4	i	-3.3	8.9	-4.4	-0.8	-1.2	0.5	20.9
COc1ccccc1C(=O)Nc1ccc(C(=O)/C=C/c2cccs2)cc1	15.5	7.5	i	-2.9	43.8	-1.7	3.5	20.5	0.6	4.9
O=C(COC(=O)c1ccc([N+](=O)[O-])s1)Nc1ccccc1	?	2.1	i	-3.5	10.7	nt	nt	1.1	1.6	-3.4
CCOC(=O)c1c(C)n(-c2ccc(OC)cc2)c2c(C/C(C)=N/O)c(Br)c(OC)c(O)c12	0.4	-3.8	i	3.1	18.6	nt	nt	0.9	-8.7	9.9
COc1cc(C(=O)N/N=C(\Cc2ncc[nH]2)c2ccccc2)cc(OC)c1OC	-9.3	4.5	nt	1.5	nt	-2.8	-1.2	nt	3.0	nt
COc1cc(NC(=O)CNC(c2ccccc2)c2ccccc2)cc(OC)c1OC	2.4	-1.7	i	-0.9	8.6	-4.6	6.7	-4.6	1.1	1.8
COCCN1CCN(Cc2cn(C)nc2-c2ccc(Oc3ccccc3)cc2)CC1	-8.1	-1.2	i	2.1	-10.3	-0.6	0.7	-3.1	2.9	-1.2
COc1cccc(CC(=O)NNC(=O)c2c(-c3ccccc3)noc2C)c1	-1.1	1.3	i	-0.9	-9.2	-0.3	-0.9	0.1	nt	11.0
Cc1ccccc1CCN(C(=O)CN1C(=O)c2ccccc2S1(=O)=O)C(C(=O)NCC1CCCO1)c1ccncc1 (stereo not given)	-0.7	2.6	i	4.7	3.5	1.5	-1.5	-12.4	5.9	18.4
O=c1[nH]nnc2sc3c(c12)CCCC3	2.5	-10.6	i	3.4	-32.9	6.7	-2.0	-12.4	15.9	9.6
CC(=O)Nc1ccc2c(c1)CCCC2=O	10.6	-0.1	i	1.7	9.4	-2.5	2.4	3.0	7.6	-13.2
CCOc1ccc2nc(SCC(=O)Nc3nonc3C)[nH]c2c1	10.5	0.1	i	9.6	-11.2	-2.3	-3.9	-2.1	nt	9.4
Cc1cc(Nc2n[nH]c(N)c2C#N)ccc1F	7.4	1.2	i	2.2	-27.6	4.8	3.8	-3.6	0.0	5.8
COc1ccc(CC(=O)NC(=S)Nc2ccc(S(N)(=O)=O)cc2)cc1	34.4	3.6	i	5.4	-1.0	0.8	6.9	-1.4	1.8	-24.2
O=C(NCCN1CCN(c2ccc([N+](=O)[O-])cc2)CC1)NCc1ccccc1	-13.3	-5.5	i	2.2	1.9	2.2	0.4	-9.2	11.2	16.6
CCN(CC(=O)Nc1ccc(C)c(S(=O)(=O)N(C)C)c1)Cc1ccccc1	6.6	0.3	i	-1.3	3.8	-0.8	4.0	6.9	-3.2	2.2
COc1ccccc1OCCCn1c(=O)oc2ccc(C)cc21	14.1	0.3	i	-0.4	11.9	4.7	3.0	-5.9	21.1	-0.2
NC(=O)c1nc(C2CCCCC2)nc2c1[nH]c(=O)n2-c1ccc(F)cc1	4.8	-1.4	i	1.2	-1.4	-1.5	4.4	2.2	6.4	-16.4
CN(C)c1ccc(NC(=O)Nc2cccc(Cl)c2)cc1	-72.5	0.5	i	-0.7	29.4	-1.0	4.5	26.0	-0.7	25.8
COc1ccc(OC)c(C(=O)c2ccc(C(=O)c3cc(OC)ccc3OC)cc2)c1	4.7	0.7	i	0.0	nt	-3.1	-1.8	nt	0.6	-13.8
C#CCCCCCCCCC(=O)NCCCC	5.2	-1.0	i	4.4	16.9	1.5	3.6	-0.8	-3.5	-5.9
CCN1C(=O)C(=O)N(CC(=O)N2CCN(c3ccccc3)CC2)C1=O	-7.1	2.5	i	nt	32.1	0.7	2.1	18.5	-2.5	-4.5
COc1ccccc1NC(=O)Nc1cccc(NC(C)=O)c1	8.1	3.8	i	-1.1	11.9	-1.9	13.0	-2.1	2.9	12.2
Cc1nc(NC(=O)C2CC3CCCC(C2)C3=O)sc1C (stereo not given)	18.1	-2.5	i	-0.9	26.2	1.1	5.6	8.8	6.2	0.0
Cc1cccc(C)c1NC(=O)C1(N2CCN(C(=O)c3ccco3)CC2)CCCCC1	14.1	-0.5	i	8.1	6.0	0.7	0.8	4.6	-0.6	-43.7
COc1ccc(S(=O)(=O)Nc2nc3ccccc3nc2NCc2ccc3c(c2)OCO3)cc1	9.3	3.2	i	-2.8	-5.3	-5.8	-0.8	2.3	-2.0	19.4
COCCNC(=O)Cn1nc(Cc2ccncc2)c2ccccc2c1=O	8.9	-5.0	i	1.2	11.8	-4.6	-0.5	-2.4	4.4	1.1
CC(Oc1ccc(Cl)cc1Cl)/C(N)=N/O (stereo not given)	3.5	2.6	i	3.0	-2.4	-3.0	13.2	-5.9	-1.1	13.1
Cc1cc(C)cc(N2CCCn3c2nc2c3c(=O)n(CCN3CCOCC3)c(=O)n2C)c1	-0.3	1.8	i	-0.9	-4.6	2.3	5.7	1.1	-2.8	-2.8
NC(=O)NC(CC(=O)NCCCc1ccccc1)c1ccccc1Cl (stereo not given)	13.8	1.4	i	-0.3	-40.4	-2.7	1.8	-39.4	1.3	4.7
Cc1ccc(S(=O)(=O)NCCC(=O)NCc2ccc3c(c2)OCO3)cc1C	32.8	2.3	i	-1.8	7.1	-2.1	?	-0.1	21.9	1.4
O=C(OCCN1CCN(C2=NS(=O)(=O)c3ccccc32)CC1)c1cccc(Br)c1	14.1	1.3	i	1.2	-11.5	1.5	-3.6	2.8	6.8	-11.4
O=C(CSc1nnc(-c2ccccc2)o1)c1nnc(-c2ccccc2)o1	39.8	0.9	i	-3.6	-8.9	2.1	1.5	8.2	16.8	2.1
Cc1ccc2[nH]c3c(c2c1)CN(C(=O)CN1CC(C)OC(C)C1)CC3 (stereo not given)	nt	nt	nt	3.3	nt	-1.4	12.9	nt	0.5	nt

Compound activity from PubChem.
